CatB block: blocks human cathepsin B protease activity | purified cathepsin B, fluorogenic substrate, fluorescence | inhibition, %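 (tested at 10 µM)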 | actives 0.1% (n = 63,000); in the data active = inhibition above about 21%;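 also: 0% = enzyme with no compound and 100% = no enzyme blank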
CatB mixtures: human cathepsin B inhibition by mixtures; Purified cathepsin B, AMC dipeptide fluorescence, compound mixtures; P07858; inhibition, %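 (ten-compound pools at 5 µM per compound and 50 µM total)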; actives 0.06% (n = 62,000); AID 488; in the data active = inhibition above about 22%, passing the limit was not always enough;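 also: 0% = enzyme without compound and 100% = no enzyme blank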
Cathepsin G inh: inhibitors of human cathepsin G | P08311 | purified enzyme, AMC-tetrapeptide fluorescence, pooled mixtures | inhibition, % at 5 µM (by protocol) | actives 0.2% (n = 62,000);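 active = inhibition above 20% in each of the two mixture wells holding the compound; inactive = inhibition of 20% or less in either well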;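 also: 0% = enzyme control without mixture and 100% = blank lacking enzyme; strong numbers were not always called active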
FXIIa inh mix: factor XIIa (human) inhibition, mixture screen. inhibition, % at 5 µM. purified FXIIa, fluorogenic substrate, pooled mixtures. actives 0.2% (n = 62,000);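 also: 0% = enzyme without compound and 100% = no enzyme blank; some results filed as inactive read as strong as hits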
C1s inh: blocks human complement C1s protease activity; P09871; purified C1s, fluorogenic AMC substrate, pooled mixtures; mean inhibition % of two 10-compound mixtures (stronger effect = higher value), % at 5 µM (by protocol); actives 0.16% (n = 62,000); AID 538;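 active = inhibition above 20% in each of the two 10-compound mixture wells holding the compound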;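 also: 0% = enzyme wells lacking compound mixture and 100% = no-enzyme blank wells; some compounds called inactive have numbers as strong as hits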
Target sequence (P09871 16-437 limits assumed): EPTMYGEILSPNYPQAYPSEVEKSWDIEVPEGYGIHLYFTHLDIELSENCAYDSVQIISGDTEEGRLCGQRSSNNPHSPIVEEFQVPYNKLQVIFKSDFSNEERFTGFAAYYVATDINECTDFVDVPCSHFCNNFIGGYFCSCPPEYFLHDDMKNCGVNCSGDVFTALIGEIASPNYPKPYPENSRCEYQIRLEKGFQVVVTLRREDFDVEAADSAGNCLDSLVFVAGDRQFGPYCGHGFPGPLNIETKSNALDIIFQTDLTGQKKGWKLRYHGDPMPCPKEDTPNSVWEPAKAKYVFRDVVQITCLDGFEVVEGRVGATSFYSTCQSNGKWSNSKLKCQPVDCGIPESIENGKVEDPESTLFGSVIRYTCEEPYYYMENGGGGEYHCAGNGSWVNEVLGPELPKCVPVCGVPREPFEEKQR
Target sequence (P09871 438-688 limits assumed): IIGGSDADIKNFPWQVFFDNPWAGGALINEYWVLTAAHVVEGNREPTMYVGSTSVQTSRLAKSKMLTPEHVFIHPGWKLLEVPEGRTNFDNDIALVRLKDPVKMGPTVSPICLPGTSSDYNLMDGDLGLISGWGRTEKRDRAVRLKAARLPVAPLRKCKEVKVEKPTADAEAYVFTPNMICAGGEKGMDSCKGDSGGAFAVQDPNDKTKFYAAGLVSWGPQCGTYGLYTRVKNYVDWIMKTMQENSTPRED
CatL inh: blocks human cathepsin L protease activity. purified cathepsin L, fluorogenic substrate, fluorescence. inhibition, %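 (tested at 10 µM)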. actives 0.17% (n = 58,000); in the data active = inhibition above about 45%;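 also: 0% = enzyme with no compound and 100% = no enzyme blank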
AP ELISA ortho: alternative pathway complement inhibition, orthogonal assay. Human serum alternative complement pathway, LPS-coated ELISA, C3 deposition; tested in compound mixtures. inhibition, % at 5 µM. actives 0.08% (n = 62,000);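 active = inhibition above 30% in each of the two pooled mixtures holding the compound, so the lower value exceeds 30%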;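 also: 0% = serum in Mg-EGTA without compound and 100% = EDTA serum blank; some compounds past the cut are filed as inactive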
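Assay system: Human serum alternative complement pathway, C3 deposition on LPS-coated wells | Incubation: 1 h serum-compound exposure at 37 °C | Doses: 5 µM per compound in ten-compound mixtures | Read-out: Percent inhibition | Technique: ELISA with HRP anti-human C3 antibody, TMB substrate, absorbance 450 nm | Replication: Two pool placements per compound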
CatS block: inhibitors of human cathepsin S | actives 0.06% (n = 62,000) | AID 501 | recombinant cathepsin S, AMC dipeptide fluorescence, pooled mixtures | inhibition, %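 (tested at 5 µM per compound within 10-compound mixtures)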 | P25774; in the data active = inhibition above about 32%, passing the limit was not always enough;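 also: 0% = enzyme without compound and 100% = blank without enzyme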
Target sequence (P25774 115-331 limits assumed): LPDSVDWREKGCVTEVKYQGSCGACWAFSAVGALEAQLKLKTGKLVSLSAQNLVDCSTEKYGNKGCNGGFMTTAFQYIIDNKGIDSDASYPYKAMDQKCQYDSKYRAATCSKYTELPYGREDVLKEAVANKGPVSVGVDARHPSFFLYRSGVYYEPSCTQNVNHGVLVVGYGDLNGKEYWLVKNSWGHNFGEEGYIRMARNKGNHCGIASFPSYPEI
FXIa inh mix: factor XIa (human) inhibition, mixture screen | P03951 | purified FXIa, fluorogenic substrate, pooled mixtures | inhibition, % at 5 µM | actives 0.19% (n = 62,000) | AID 680;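 also: each value is inhibition by a whole ten-compound pool holding the compound; 0% = enzyme with no mixture and 100% = wells lacking enzyme; strong numbers were not always called active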
* = called active by the depositor; x = no result given. Rule as the data show it, unless noted: active = inhibition above about 20% (passing the limit was not always enough); inactive = the rest. An excerpt; count on the stated rates, not on these rows.

AP ELISA ortho	FXIa inh mix	C1s inh	CatB block	Cathepsin G inh	CatB mixtures	FXIIa inh mix	CatS block	CatL inh	smiles
4	-4	-6	0	-7	1	0	-4	-2	COc1cc2c(cc1OC)CN(C(=O)CSc1nnc(C)s1)CC2
-5	-1	-31	6	-3	-2	44	12	18	CCCCN(Cc1ccccc1)C(=O)c1cnc2n(c1=O)CCS2
-10	3	-9	5	-9	2	-2	11	14	COc1ccc(OC)c(NC(=O)CSc2nnc(CNC(=O)c3ccco3)o2)c1
6	4	6	0	6	2	5	-3	-3	O=C(COC(=O)C1=COCCO1)Nc1ncc(C(F)(F)F)cc1Cl
2	-13	-32	2	2	-5	3	-9	1	CCOc1ccccc1NC(=O)Cn1c(C)cc(COC)c(C#N)c1=O
1	6	-31	-4	-1	1	-4	14	8	CCCCOc1ccc(OCCNS(=O)(=O)N(C)C)cc1
9	6	-1	-3	1	4	6	10	13	CCCn1c(CCC(=O)O)ccc1-c1cccs1
7	4	8	-1	8	7	6	-2	-2	CCOc1cc(C2NC(=O)NC(C)=C2C(=O)OCc2ccccc2)ccc1O (centres undefined)

The list goes on:
AP ELISA ortho	FXIa inh mix	C1s inh	CatB block	Cathepsin G inh	CatB mixtures	FXIIa inh mix	CatS block	CatL inh	smiles
5	3	3	3	7	-1	-2	-1	-1	Cc1cc(C)nc(SCC(=O)Nc2ncc3c(n2)CCCC3=O)n1
-16	9	-3	3	-4	3	-3	9	-2	Cc1cc(C(=O)N2CCCc3ccccc32)no1
-4	-1	4	4	7	2	4	2	8	CCCOC(=O)Nc1nc2ccccc2o1
18	0	-1	5	10	5	1	8	12	COc1ccccc1NC(=O)c1ccc(NS(=O)(=O)c2c(C)noc2C)cc1
6	8	12	4	12	4	-3	-5	4	O=C(Cn1nnc2ccccc2c1=O)NC1CCCc2ccccc21 (centres undefined)
-6	-1	-19	1	-8	3	-3	4	0	O=C(CSc1nnc(-c2c[nH]c3ccccc23)o1)N(Cc1ccccc1)c1ccc(F)cc1
16	-9	-32	2	-4	-6	4	4	-1	COc1c(F)c(F)c(C(=O)Nc2ccc(NC(=O)c3ccco3)cc2)c(F)c1F
15	7	-7	0	3	-3	3	19	-1	CCc1cn([C@H]2C[C@H](O)[C@@H](CO)O2)c(=O)[nH]c1=O

(next part)
AP ELISA ortho	FXIa inh mix	C1s inh	CatB block	Cathepsin G inh	CatB mixtures	FXIIa inh mix	CatS block	CatL inh	smiles
20	9	14	1	11	3	8	1	x	O=C(C1CC1)N1CCN=C1SCc1ccc(F)cc1
10	5	2	7	10	2	3	5	x	COc1ccc(C(CNC(=O)c2ccc3c(c2)C(=O)N(CCC(C)C)C3=O)N2CCOCC2)cc1 (centres undefined)
-8	-13	-14	2	-8	-4	7	0	13	C=CCn1c(SCC(=O)N2CCN(C(=O)c3ccco3)CC2)nc2sc(CC)cc2c1=O
13	0	-84	4	7	39	9	30	-4	Cc1ccc(Cn2ccc(NC(=O)c3cc(-c4ccccc4)on3)n2)cc1
-2	9	-2	-6	-2	4	3	20	9	CC(=O)c1ccc2c(c1)Nc1ccccc1S2
8	19	15	0	12	0	5	10	23	COc1ccc(C(N)=O)cc1NC(=O)c1cccc(F)c1
6	11	10	2	10	4	-15	13	0	Cc1cc(C)nc(NS(=O)(=O)c2ccccc2)n1
-3	4	-7	4	-3	8	-1	17	11	O=C(COC(=O)c1ccccc1C(=O)c1ccccc1)c1ccco1

Remaining list, next part:
AP ELISA ortho	FXIa inh mix	C1s inh	CatB block	Cathepsin G inh	CatB mixtures	FXIIa inh mix	CatS block	CatL inh	smiles
13	8	11	x	7	-3	0	-5	x	CCOC(=O)c1cnc(SCC(=O)c2ccccc2)nc1N
6	9	11	7	7	3	-15	-4	x	OC(CN1c2ccccc2Sc2ccccc21)Cn1nnc2ccccc21 (centres undefined)
17	3	-10	-4	4	-3	13	32	-8	Cc1ccc(CN2C(=O)CSc3ccc(C(=O)NCCN4CCOCC4)cc32)cc1
5	1	0	-1	7	-1	-7	-2	-3	Cc1c(-c2ccccc2)oc2nc3c(c(=O)n(C)c(=O)n3C)n12
6	4	10	2	9	4	-21	-3	-3	Cc1ccccc1Nc1nc(CSc2nnc(-c3ccoc3C)n2C)cs1
11	13	-41	1	2	3	2	-1	x	COc1ccc(C)c2sc(=NC(=O)c3ccc(C#N)cc3)n(C)c12
10	2	2	4	6	2	3	4	17	O=C1c2ccccc2C(=O)N1n1c(=O)[nH]c2ccccc2c1=O
3	2	10	1	10	2	-8	1	17	CCCN(C(=O)Cc1nc(N)n[nH]1)C1(C(=O)Nc2c(C)cccc2C)CCCCC1

Other results.
AP ELISA ortho	FXIa inh mix	C1s inh	CatB block	Cathepsin G inh	CatB mixtures	FXIIa inh mix	CatS block	CatL inh	smiles
-5	-2	-12	3	-1	-6	2	8	12	COc1cccc(NC(=O)CCCn2c(=O)[nH]c3ccccc3c2=O)c1
7	-1	3	3	9	-3	2	-2	9	CCc1ccc2[nH]c(=O)c(CN(CCN(C)C)C(=O)Nc3ccccc3OC)cc2c1
21	0	11	3	12	3	2	0	11	O=S(=O)(Nc1ccc(C(F)(F)F)cc1)c1cnc[nH]1
-13	2	-14	8	-3	5	5	22	-4	COc1ccc(CCNS(=O)(=O)c2ccc(C(=O)NCc3ccco3)cc2)cc1OC
5	2	-4	-3	-1	2	6	2	x	CCOc1ccc(N(CC(=O)NCc2ccc(F)cc2)S(=O)(=O)c2c(C)noc2C)cc1
8	5	-3	1	0	1	7	-2	9	O=C(Cn1[nH]c(=O)c2ccccc2c1=O)N1CC=C(c2ccccc2)CC1
8	5	12	4	15	2	8	-5	0	COc1ccc(-c2cc(C(=O)O)c(C)o2)cc1OC
6	8	-6	1	6	-1	5	3	23	Cc1noc(NS(=O)(=O)c2ccc(NC(=O)CSc3nc4ccccc4[nH]3)cc2)c1C

An excerpt of these results, with two lines to a compound.
Order of results: AP ELISA ortho	FXIa inh mix	C1s inh	CatB block	Cathepsin G inh	CatB mixtures	FXIIa inh mix	CatS block	CatL inh
> O=C(CSc1nnc(-c2c[nH]c3ccccc23)o1)N(Cc1ccccc1)c1ccc(F)cc1
→ -6	-1	-19	1	-8	3	-3	4	0
> COc1c(F)c(F)c(C(=O)Nc2ccc(NC(=O)c3ccco3)cc2)c(F)c1F
→ 16	-9	-32	2	-4	-6	4	4	-1
> CCc1cn([C@H]2C[C@H](O)[C@@H](CO)O2)c(=O)[nH]c1=O
→ 15	7	-7	0	3	-3	3	19	-1
> O=C(C1CC1)N1CCN=C1SCc1ccc(F)cc1
→ 20	9	14	1	11	3	8	1	x
> COc1ccc(C(CNC(=O)c2ccc3c(c2)C(=O)N(CCC(C)C)C3=O)N2CCOCC2)cc1 (centres undefined)
→ 10	5	2	7	10	2	3	5	x
> C=CCn1c(SCC(=O)N2CCN(C(=O)c3ccco3)CC2)nc2sc(CC)cc2c1=O
→ -8	-13	-14	2	-8	-4	7	0	13
> Cc1ccc(Cn2ccc(NC(=O)c3cc(-c4ccccc4)on3)n2)cc1
→ 13	0	-84	4	7	39	9	30	-4
> CC(=O)c1ccc2c(c1)Nc1ccccc1S2
→ -2	9	-2	-6	-2	4	3	20	9
> COc1ccc(C(N)=O)cc1NC(=O)c1cccc(F)c1
→ 8	19	15	0	12	0	5	10	23
> Cc1cc(C)nc(NS(=O)(=O)c2ccccc2)n1
→ 6	11	10	2	10	4	-15	13	0
> O=C(COC(=O)c1ccccc1C(=O)c1ccccc1)c1ccco1
→ -3	4	-7	4	-3	8	-1	17	11
> CCOC(=O)c1cnc(SCC(=O)c2ccccc2)nc1N
→ 13	8	11	x	7	-3	0	-5	x

Continued.
AP ELISA ortho	FXIa inh mix	C1s inh	CatB block	Cathepsin G inh	CatB mixtures	FXIIa inh mix	CatS block	CatL inh	smiles
14	5	1	2	7	0	10	-5	-6	Cn1c(SCc2nc(-c3cccs3)no2)nnc1C1CCCCC1
9	5	12	-1	7	2	-17	-5	-7	c1ccc(-n2c(-c3ccncc3)nnc2-c2cccs2)cc1
10	1	-48	2	3	0	-8	-6	x	Cc1csc(SCC(=O)O)n1
2	9	8	0	5	9	-5	11	7	COc1cccc(-n2c(CNc3ccc(F)cc3)nnc2SCC(N)=O)c1
10	3	1	3	8	3	-4	7	27	CSc1nnc(Cc2cc(=O)[nH]c(=O)[nH]2)n1-c1cccc(C)c1
11	-1	6	0	6	3	0	3	-3	COc1ccc(-n2nc(C(=O)NCc3ccco3)c3c4ccccc4n(C)c3c2=O)cc1Cl
22	0	-9	1	7	5	-2	-4	-1	Cc1ccc(NC(=O)CCc2c(C)nc3ncnn3c2C)cc1
0	5	-7	4	-3	3	-18	2	8	COc1ccc(-c2nc(C3CCCCC3)no2)cc1OC

Later entries.
AP ELISA ortho	FXIa inh mix	C1s inh	CatB block	Cathepsin G inh	CatB mixtures	FXIIa inh mix	CatS block	CatL inh	smiles
-4	17	-4	10	2	27	-14	15	6	CC1Cc2ccccc2N1C(=O)C12CCC(C)(C(=O)C1)C2(C)C (centres undefined)
4	9	17	5	13	5	3	-10	x	CCCc1cc2c(cc1NS(=O)(=O)c1ccc(CCNC(C)=O)cc1)OCO2
-6	0	-38	-5	-12	-2	-3	-3	-4	CCC(=O)N1CCc2cc(S(=O)(=O)NC(C(=O)NC(C)c3ccccc3)C(C)C)ccc21 (centres undefined)
-10	9	-6	0	2	-1	9	6	9	COc1ccc(CCN(Cc2nc3ccccc3c(=O)[nH]2)C(=O)c2ccco2)cc1
2	7	3	2	2	1	1	18	13	O=C(OCC(=O)N1CCCc2ccccc21)C1CCN(S(=O)(=O)c2cccs2)CC1
18	8	13	-1	10	4	-1	-3	x	Cc1ccc(C2CC(c3ccccc3)n3ncnc3N2)cc1 (centres undefined)
9	9	6	-2	12	5	7	-2	8	CC1=C(C(=O)NCc2ccccc2)C(c2ccccc2OCC(N)=O)NC(=O)N1 (centres undefined)
0	1	6	0	-7	2	8	5	20	O=c1cc(C23CC4CC(CC(C4)C2)C3)[nH][nH]1

The listing continues:
AP ELISA ortho	FXIa inh mix	C1s inh	CatB block	Cathepsin G inh	CatB mixtures	FXIIa inh mix	CatS block	CatL inh	smiles
16	4	-23	-3	1	7	9	0	-2	CCN1CCc2c(sc(NC(=O)c3ccc(S(=O)(=O)N4CCOCC4)cc3)c2C(=O)OC)C1
24	2	-1	1	7	3	-20	-2	-3	Cc1cc2cc(CNC(=O)c3ccco3)ccc2n1C
9	10	3	1	16	16	-6	16	9	COc1ccc(-n2ncc3c(NCc4ccc5c(c4)OCO5)ncnc32)cc1
5	4	-25	-3	6	-5	2	3	x	O=S(=O)(c1cccc2ccccc12)N1CCSC1
13	6	14	1	9	3	5	9	4	CCOCC(=O)Nc1nc2ccc(S(C)(=O)=O)cc2s1
4	-3	5	0	9	-6	3	0	-15	Cc1cc(C(=O)OCC(=O)Nc2nc(-c3ccccc3)cs2)c(C)o1
18	-4	-37	4	6	3	11	-27	0	CC(=O)c1ccc(OC(=O)C2CC(=O)N(c3cccc(C)c3)C2)cc1 (centres undefined)
30	26	27	-3	10	6	0	7	-4	Cc1ccc(C2c3c(oc4cc(C)c(C)cc4c3=O)C(=O)N2CCCN2CCOCC2)cc1 (centres undefined)
-11	6	-5	3	-3	-1	1	8	-9	Cc1c(C#N)c(SCC(N)=O)nc2c1CCCC2
3	7	-19	6	9	1	2	1	x	O=S(=O)(c1cc(Cl)ccc1Br)N1CCCCC1

Screens from PubChem.
